Rev-RRE block – disrupts HIV-1 Rev binding to RRE RNA | Rev peptide-RRE RNA binding, FRET | inhibition, % at 8 µM | actives 0.79% (n = 97,000) | AID 704;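 active means inhibition above the screen-wide mean plus 3 SD, cut at about 35% in these data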;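 further: 0% = median DMSO wells and 100% = median Neomycin B control wells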
Target sequence (P05866 whole entry, looked up): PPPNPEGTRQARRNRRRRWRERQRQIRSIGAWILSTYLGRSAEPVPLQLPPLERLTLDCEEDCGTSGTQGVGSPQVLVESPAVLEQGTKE
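System: Cy5-labelled duplex RRE RNA binding fluorescein-labelled HIV Rev peptide; Signal: fluorescein-to-Cy5 FRET, 480 nm excitation; Also added: labelled Rev peptide; Compound: one concentration, 8 µM nominal; Buffer or medium: HEPES pH 7.5 salt buffer with EDTA; Read-out: % inhibition of FRET ratio versus controls; Schedule: 5 min preincubation and 15 min binding, 25 °C.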
MT1-MMP txn act – MT1-MMP promoter transcription activation; activation factor at 10 µM; AID 750; HT1080 MT1-MMP promoter luciferase reporter, luminescence, overnight; active compounds read high; actives 0.16% (n = 86,000);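 active means activation factor of at least 2 for MT1-MMP transcription at 10 µM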
Plk1 PBD FP – blocks phosphopeptide binding to human Plk1 polo box domain; P53350; Plk1 PBD phosphopeptide binding, fluorescence polarization; inhibition, %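 (tested at about 20 µM)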; actives 0.13% (n = 97,000); in the data active means inhibition above about 34%, passing the limit was not always enough
Target sequence (P53350 whole entry, looked up, the tested form may be a part): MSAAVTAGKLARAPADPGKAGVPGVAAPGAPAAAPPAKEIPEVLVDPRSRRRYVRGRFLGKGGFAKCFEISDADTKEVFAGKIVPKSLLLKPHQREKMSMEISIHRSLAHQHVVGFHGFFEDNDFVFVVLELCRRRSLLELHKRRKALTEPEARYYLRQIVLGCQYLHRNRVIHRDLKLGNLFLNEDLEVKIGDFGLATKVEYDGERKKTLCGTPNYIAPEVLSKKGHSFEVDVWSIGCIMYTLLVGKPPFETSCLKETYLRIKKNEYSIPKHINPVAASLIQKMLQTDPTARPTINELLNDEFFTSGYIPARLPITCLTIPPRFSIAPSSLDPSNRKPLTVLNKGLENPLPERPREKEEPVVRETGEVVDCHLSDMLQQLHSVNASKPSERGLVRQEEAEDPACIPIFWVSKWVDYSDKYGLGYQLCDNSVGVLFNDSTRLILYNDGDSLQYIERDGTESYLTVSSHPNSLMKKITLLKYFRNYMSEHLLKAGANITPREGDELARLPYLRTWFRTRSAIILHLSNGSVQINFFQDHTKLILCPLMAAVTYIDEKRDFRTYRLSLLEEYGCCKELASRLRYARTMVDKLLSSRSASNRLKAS
EphB4 antag – blocks human EphB4 binding to ephrin-B2. P54760. EphB4 LBD / TNYL-RAW-Alexa532 peptide, fluorescence polarization. inhibition, % at 7 µM. actives 0.15% (n = 97,000). AID 720;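 active means inhibition above the screen-wide mean inhibition plus 3 SD, cut at about 15% in these data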;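 further: 0% = DMSO wells and 100% = excess unlabeled TNYL-RAW peptide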
PLK1 kinase inh – inhibitors of human PLK1 kinase | P53350 | recombinant PLK1 kinase, TR-FRET peptide phosphorylation | inhibition, % at 10 µM | actives 0.53% (n = 97,000);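 active means inhibition of 50% or more in the single-concentration screen; inactive means inhibition below 50%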;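 further: 0% = DMSO max control and 100% = H-89 dihydrochloride min control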
S1P2 agonist – S1P2 (human) receptor agonism; S1P2-expressing cell line, agonist reporter read-out; activation, % at 4.5 µM; actives 0.46% (n = 97,000); in the data active means activation above about 16%;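 further: 0% = vehicle low control and 100% = maximal reference agonist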
FAK inh – FAK (human) kinase inhibition; Q05397; biochemical FAK kinase activity assay; inhibition, %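 (tested at 7 µM)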; actives 0.84% (n = 97,000); in the data active means inhibition above about 19%;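 further: 0% = DMSO and 100% = reference compound high control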
PLAP activator – human PLAP activation | activation fold at 20 µM | P05187 | purified PLAP enzyme, luminescent substrate read-out; active compounds read high | actives 1.2% (n = 96,000) | AID 696; in the data active means activation fold above about 2
S1P2 antag – blocks the human S1P2 receptor | O95136 | AID 736 | actives 0.21% (n = 97,000) | inhibition, % at 5 µM | cell-based S1P2 antagonist assay, inhibition at 5 uM; in the data active means inhibition above about 45%;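 further: CRE beta-lactamase reporter cells expressing human S1P2 stimulated with S1P; 0% = agonist at EC80 alone and 100% = agonist plus reference antagonist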
Numbers without * were called inactive; . = not tested or not shown; [ ] = another dose, or the depositor's remark. This is a random part of the collection; 3.9% or so of the library scored in one or more.

Rev-RRE block,MT1-MMP txn act,Plk1 PBD FP,EphB4 antag,PLK1 kinase inh,S1P2 agonist,Compound,FAK inh,PLAP activator,S1P2 antag
9,1.1,4,2,-13,-7,Cc1cc(N(C)C)c(C#N)c(=O)[nH]1,0,1,9
7,1.3,19,-6,-5,5,CCCCCN(C(=O)NC(=O)Nc1nncs1)S(C)(=O)=O,1,1,0
3,1.1,14,-8,-14,-4,NC(=O)C1CCN(C(=O)c2cc3ccccn3n2)CC1,2,0.9,-20
1,.,-46,10,-8,-6,O=C(N/N=C/c1cccc(F)c1)c1csc2c1CCCC2,3,0.8,6
0,1.3,12,2,-7,-4,Cc1cccc(NS(=O)(=O)c2cc(OCC(N)=O)c(C)cc2Cl)c1,2,.,0
1,1.2,-12,-2,-6,-4,Cc1nc2c(C(=O)N3CCCCC3)cnn2c(C)c1Cc1ccccc1F,5,1.4,10
5,0.9,0,-6,-9,-9,COc1cccc(C(=O)N2CCN(S(=O)(=O)Cc3ccccc3)CC2)c1,0,1.1,-1
6,1.2,-8,3,-8,-1,CC(=O)Nc1cc(-c2ccc(Cl)cc2)nn1-c1ccccc1,0,.,8
5,1.2,8,6,-5,-3,Cc1ccc2c(c1)c1c(n2CC(O)Cn2nc(C)c(Br)c2C)C(=O)CCC1 (stereo unspecified),-7,1,-9
1,.,-6,-4,-7,-2,Cc1ccccc1Oc1ncnc2sccc12,-11,0.8,-14

Of the compounds above, these contain a halogen.
Rev-RRE block,MT1-MMP txn act,Plk1 PBD FP,EphB4 antag,PLK1 kinase inh,S1P2 agonist,Compound,FAK inh,PLAP activator,S1P2 antag
1,.,-46,10,-8,-6,O=C(N/N=C/c1cccc(F)c1)c1csc2c1CCCC2,3,0.8,6
0,1.3,12,2,-7,-4,Cc1cccc(NS(=O)(=O)c2cc(OCC(N)=O)c(C)cc2Cl)c1,2,.,0
1,1.2,-12,-2,-6,-4,Cc1nc2c(C(=O)N3CCCCC3)cnn2c(C)c1Cc1ccccc1F,5,1.4,10
6,1.2,-8,3,-8,-1,CC(=O)Nc1cc(-c2ccc(Cl)cc2)nn1-c1ccccc1,0,.,8
5,1.2,8,6,-5,-3,Cc1ccc2c(c1)c1c(n2CC(O)Cn2nc(C)c(Br)c2C)C(=O)CCC1 (stereo unspecified),-7,1,-9

Arranged by the number under Rev-RRE block (highest first): some entries from above
| SMILES | Rev-RRE block | MT1-MMP txn act | Plk1 PBD FP | EphB4 antag | PLK1 kinase inh | S1P2 agonist | FAK inh | PLAP activator | S1P2 antag |
| --- | --- | --- | --- | --- | --- | --- | --- | --- | --- |
| CC(=O)Nc1cc(-c2ccc(Cl)cc2)nn1-c1ccccc1 | 6 | 1.2 | -8 | 3 | -8 | -1 | 0 | . | 8 |
| NC(=O)C1CCN(C(=O)c2cc3ccccn3n2)CC1 | 3 | 1.1 | 14 | -8 | -14 | -4 | 2 | 0.9 | -20 |
| O=C(N/N=C/c1cccc(F)c1)c1csc2c1CCCC2 | 1 | . | -46 | 10 | -8 | -6 | 3 | 0.8 | 6 |

The results go on:
Rev-RRE block,MT1-MMP txn act,Plk1 PBD FP,EphB4 antag,PLK1 kinase inh,S1P2 agonist,Compound,FAK inh,PLAP activator,S1P2 antag
-1,.,-13,-5,-7,2,CN(C)CCCNS(=O)(=O)c1ccc(Oc2ncc(C(F)(F)F)cc2Cl)cc1,-2,1.2,17
11,1,10,3,-9,-4,O=C(CSc1nnnn1-c1ccccc1)N1CCCc2ccccc21,-1,1.1,6
-2,1.1,-1,-9,-10,0,CCc1cc2c(=O)c(-c3nc4ccccc4n3C)c(COCC(=O)O)oc2cc1O,-4,1.1,2
2,1.2,-11,-3,10,-2,Cn1cccc1Cc1nnc(SCC(=O)NC2CCCC2)n1-c1ccc(F)cc1,-8,1.3,0
4,1.3,2,-3,-18,0,Cc1ccc(OC(=O)CCC(=O)Nc2ccc(S(=O)(=O)Nc3cc(C)on3)cc2)cc1,-1,.,5
8,1.5,11,-4,-33,-1,CCOC(=O)c1sc2nc(NC(=O)C3CC3)sc2c1C,-7,0.9,1
-2,1.2,-5,-2,0,-1,CC(=O)Oc1cccc(N2C(=O)CC(Nc3ccc(N4CCOCC4)cc3)C2=O)c1 (stereo unspecified),0,1.3,-4
12,1,-17,5,-18,-6,CCOC(=O)CCC(=O)NCc1ccc2[nH]c(C)cc2c1,8,.,14
10,.,-20,-1,-2,-3,CC(CN1CCOCC1)OC(=O)c1cccs1 (stereo unspecified),0,0.9,-22
2,.,-25,2,-4,-1,Cc1nn(-c2nnc(C)c(=O)[nH]2)c(C)c1SCC(=O)Nc1ccc(F)cc1,7,1,22
0,0.9,26,-4,-11,-1,O=C(CN(Cc1ccc2c(c1)OCO2)C(=O)CNS(=O)(=O)c1ccccc1)NCC1CCCO1 (stereo unspecified),1,1,5
9,1,-32,-5,0,-8,CCOc1ccc(NC(=O)CCC(=O)OC)cc1,0,1,-4
-2,.,-16,1,-11,-1,C=CCn1c(=NC(=O)CN2C(=O)CCC2=O)sc2cccc(OC)c21,-2,1,-1
-5,1,-6,1,0,-4,COc1ccccc1N(CC(=O)NCCSc1ccccc1)S(C)(=O)=O,-7,.,13
4,.,-5,4,-14,-4,NS(=O)(=O)c1cc(C(=O)OCC(=O)NC2CC2)ccc1Cl,-1,1.3,15
3,1,1,-10,-2,-5,O=C(O)C1CCN(C(=O)c2scc3c2OCCO3)CC1,-3,1,8
4,1.2,-20,5,0,-2,COC(=O)c1ccc(COC(=O)C23CC4CC(CC(O)(C4)C2)C3)o1,7,1.5,28
4,1.3,-6,-8,-3,-1,COC(=O)c1nn(-c2ccc3c(c2)OCO3)cc1O,-2,1,2
72*,.,-243,0,1,-5,COc1cc(/C=C(\C#N)c2nc3c(s2)CCCC3)ccc1O,1,0.7,1
2,1.1,13,-2,-3,-6,CCN1CCN(C(=O)CS(=O)Cc2nc(-c3ccc(OC)cc3)oc2C)CC1 (stereo unspecified),2,1.2,12
27,1.2,-18,-5,-21,-1,COc1nc(-c2ccc(C)cc2)ccc1-c1noc(-c2ccco2)n1,-6,0.9,2
7,1.1,-15,6,43,-3,CCOC(=O)c1c(C2CC2)csc1NC(=O)CSCc1c(C)noc1C,5,0.9,21
-1,.,-19,3,-4,-6,O=S(=O)(CCc1nc2ccccc2o1)c1ccc2ccccc2c1,-4,0.9,17
9,1,-11,5,-2,-3,Cc1ccc2[nH]c(C(=O)O)c(-c3ccccc3)c2c1,4,1.1,-1
6,1.1,6,-5,-7,2,COC(=O)c1cc2nc(-c3ccc(OC)cc3)cc(C(F)(F)F)n2n1,3,0.9,14
7,0.9,-22,-2,-15,-3,COc1ccccc1-n1c(C)cc(C=O)c1C,1,0.9,-44
-1,1.1,13,-2,-7,-3,CCCc1nnc(NC(=O)Cn2c(=O)sc3ccccc32)s1,-2,1,20
3,1.1,2,-6,-10,-6,Cc1cccc(C)c1OCc1n[nH]c(=S)o1,-2,.,-13
6,.,-2,-2,-10,-6,COc1ccc(N(CC(=O)Nc2ccc(S(=O)(=O)N3CCOCC3)cc2)S(=O)(=O)c2ccccc2)cc1,0,1.1,13
-7,1.1,22,-12,-10,-3,CCCCS(=O)CC(CS(=O)CCCC)OC(=O)c1ccc(C)cc1 (stereo unspecified),-4,1.4,-12
8,1.2,-2,8,-6,-3,Cc1cc(C)cc(OCc2nnc(SCC(=O)OC(C)C)o2)c1,-4,1.2,-14
3,1.1,8,-6,-9,4,COc1cccc(Cn2c(C3CC3)nc3ccc(NC(=O)c4ccco4)cc3c2=O)c1,0,1.4,-14
5,.,24,7,-4,-10,CC(C)NC(=O)c1onc(CSc2cccc(F)c2)c1C(=O)O,4,1.1,10
2,1.3,-19,2,-7,-3,CCOC(=O)c1[nH]c2ccc(Br)cc2c1NC(=O)CCN1CCC(C(=O)OCC)CC1,0,1.4,9
12,1.1,-1,2,-9,-4,Nc1ccc(OCc2ccccc2)cc1,-8,.,24
-4,1,-12,2,-17,-2,COc1cc(C(=O)Nc2nc3ccc4nc(C)sc4c3s2)cc(OC)c1OC,-2,1.4,-18
2,1,18,-4,-3,-2,O=C(Cn1nc(-c2ccc(Cl)cc2)ccc1=O)NCC1CCCO1 (stereo unspecified),1,1,16
4,1.3,5,-1,-6,-3,Cc1cc(C)nc(Sc2ncnc3sc4c(c23)CCC4)n1,1,.,2
20,1.1,6,1,-12,-5,Cc1ccc(Cn2nnc3c(=O)n(CC(=O)OCc4ccccc4)cnc32)cc1,2,.,15
4,.,-30,-5,-4,17*,CCCCCC(=O)Nc1nc(C)c(-c2csc(Nc3cc(Cl)ccc3OC)n2)s1,-1,0.9,-19
0,1,27,6,-14,-3,Cc1onc(-c2c(F)cccc2Cl)c1C(=O)NCC1COc2ccccc2O1 (stereo unspecified),6,0.9,2
5,1.3,9,7,-5,-5,O=C(c1ccccc1Oc1nnnn1-c1ccccc1)N1CCOCC1,-1,0.8,-10
4,1.3,-6,2,-6,-4,Cc1nnc2n(-c3ccccc3)c(=O)c3c4c(sc3n12)COC(C(C)C)C4 (stereo unspecified),6,1.4,5
3,1.1,16,-6,-7,-6,O=C(CN1c2cccc3cccc(c23)S1(=O)=O)NCc1ccc2c(c1)OCO2,1,0.7,0
8,1.1,18,4,-10,-6,CC(NC(=O)c1cccs1)C(=O)NC1=NCCS1 (stereo unspecified),-1,0.9,-4
4,1.2,11,4,18,-11,Cn1cccc1C(C(=O)NC1CCCCC1)N(C(=O)Cc1cccs1)c1ccc2c(c1)OCO2 (stereo unspecified),-2,0.4,3
6,.,-21,0,-8,-4,COc1cc(C(=O)NCCC(C)C)c([N+](=O)[O-])cc1OC,-3,0.9,12
3,1.5,2,7,-10,-5,CC(=O)Nc1cccc(-c2nnc(-c3ccccc3)o2)c1,-3,0.8,3
2,1.4,1,-2,-3,1,CCCOC(=O)C1[C@H]2C(=O)N(CC3CCCO3)C[C@]23C=C[C@H]1O3 (stereo partly specified),-4,1.7,3
122*[fluorescence artefact?],1.1,13,-6,-6,-1,O=C(Nc1nc2c(s1)CN(Cc1ccccc1)CC2)c1cccc(S(=O)(=O)N2CCc3ccccc32)c1,-14,1.3,34

Later entries.
Rev-RRE block,MT1-MMP txn act,Plk1 PBD FP,EphB4 antag,PLK1 kinase inh,S1P2 agonist,Compound,FAK inh,PLAP activator,S1P2 antag
0,1,-23,0,-8,-1,CSc1ccc(-c2nc(CSCC(=O)NCCCN3CCOCC3)c(C)o2)cc1,1,1.4,-15
-2,.,8,-6,-7,-5,Cc1cc(C)nc(/N=C(\N)Nc2ccc(C)c([N+](=O)[O-])c2)n1,2,0.9,-98
6,1.2,9,1,-7,-7,CCOc1ccc(N=C2SC(C(=O)O)CC(=O)N2C)cc1 (stereo unspecified),-1,1,-6
-12,1,31,4,-19,-11,O=c1nc2s/c(=C\c3ccco3)c(=O)n2nc1Cc1ccc(F)cc1,24*,1.2,19
